Screening data as filed in PubChem BioAssay.
ANO1 activ – TMEM16A chloride channel activators or potentiators, primary screen, cell-based, HTS | Anoctamin-1 (Mus musculus), Q8BHY3 | HEK293 TMEM16A/YFP-H148Q/I152L, iodide quench fluorescence; hits give low values | B-score at 10 µM | 0.3% of 340,000 active;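 active means fluorescence-ratio B-score plate-corrected deviation score at least 3 library SD below zero, with starting fluorescence score within 5 deviations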;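 further: channel opened by trigger with iodide after compound preincubation; score built on the fluorescence ratio of max minus min over baseline; more negative score means more quench and so TMEM16A activation or potentiation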
Target sequence (Q8BHY3 whole entry, looked up): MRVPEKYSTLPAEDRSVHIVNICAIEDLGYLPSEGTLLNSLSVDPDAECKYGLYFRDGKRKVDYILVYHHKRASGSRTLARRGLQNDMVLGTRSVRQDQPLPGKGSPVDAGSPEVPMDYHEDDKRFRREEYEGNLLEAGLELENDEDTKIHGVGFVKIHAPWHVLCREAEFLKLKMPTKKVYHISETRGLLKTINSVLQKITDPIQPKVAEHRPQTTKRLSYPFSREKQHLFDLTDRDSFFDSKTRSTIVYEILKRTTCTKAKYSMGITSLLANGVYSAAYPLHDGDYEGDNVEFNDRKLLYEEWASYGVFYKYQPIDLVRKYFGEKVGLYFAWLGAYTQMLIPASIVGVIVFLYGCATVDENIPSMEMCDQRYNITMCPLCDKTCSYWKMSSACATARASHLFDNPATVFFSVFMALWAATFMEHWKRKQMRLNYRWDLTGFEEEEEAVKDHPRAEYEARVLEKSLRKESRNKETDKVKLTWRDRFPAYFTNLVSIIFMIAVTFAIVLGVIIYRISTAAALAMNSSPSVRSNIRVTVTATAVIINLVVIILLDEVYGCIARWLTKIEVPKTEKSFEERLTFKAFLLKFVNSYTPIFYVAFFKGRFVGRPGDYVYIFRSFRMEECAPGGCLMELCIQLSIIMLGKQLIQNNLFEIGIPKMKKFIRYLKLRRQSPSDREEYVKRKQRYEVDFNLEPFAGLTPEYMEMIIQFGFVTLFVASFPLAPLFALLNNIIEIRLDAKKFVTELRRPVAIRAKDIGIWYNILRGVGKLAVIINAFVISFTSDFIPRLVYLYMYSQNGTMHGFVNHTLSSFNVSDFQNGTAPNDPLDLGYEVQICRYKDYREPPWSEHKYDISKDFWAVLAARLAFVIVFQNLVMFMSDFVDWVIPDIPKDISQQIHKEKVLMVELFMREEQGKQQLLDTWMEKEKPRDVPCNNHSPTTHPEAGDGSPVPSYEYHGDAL
Calls only; i = inactive. Only part of the results is shown; rates above refer to the full screens.

no.	ANO1 activ	structure
1	i	CN(CC(=O)NCCc1ccc(S(N)(=O)=O)cc1)CC(=O)Nc1ccccc1C(F)(F)F
2	i	CC(=O)N(O)CCCCCNC(=O)CCC(=O)N(O)CCCCCNC(=O)CCC(=O)N(O)CCCCCNC(=O)CCC(=O)O
3	i	O=C(OCC(=O)N1CCC(Cc2ccccc2)CC1)c1ccccc1O
4	i	CCC(C(=O)N1CCN(S(=O)(=O)c2sc(C(=O)O)c(C)c2C(=O)O)CC1)c1ccccc1 (centres undefined)
5	i	CC(C)(OC(=O)c1ccc(C#N)cc1)c1cc2ccccc2c(=O)o1
6	i	CC(=O)Nc1ccc(C(=O)CN2C(=O)NC3(CCCCCC3)C2=O)c(F)c1
7	i	Cc1ccc(NC(=O)COC(=O)CC2CC3CCC2C3)cc1S(=O)(=O)N1CCOCC1 (centres undefined)
8	i	CN1CCN(c2ccc(S(=O)(=O)N3CCOCC3)cc2NC(=O)COc2ccc(C#N)cc2)CC1
9	i	COc1ccc(S(=O)(=O)N2CCOCC2)cc1NC(=O)C1CCN(S(=O)(=O)c2ccc(Cl)cc2)CC1
10	i	COc1ccc2nc(SCC(=O)NC3CCCCC3C)[nH]c2c1 (centres undefined)
11	i	Cc1ccc(C)c(Sc2ccc(S(=O)(=O)Nc3ccc(C(=O)O)cc3)cc2)c1
12	i	CNc1snc(C)c1C(=O)OC(C)C(=O)Nc1cccc(OC)c1 (centres undefined)
13	i	COc1ccc(C(CNC(=O)c2cc(S(=O)(=O)N3CCCC3)ccc2Cl)N2CCCC2)cc1 (centres undefined)
14	i	CCOc1ccccc1OCCCC(=O)ON=C(N)c1ccccc1
15	i	CC(=O)N1CCC(C(=O)Nc2ccc(S(=O)(=O)N3CCCC(C)C3)cc2)CC1 (centres undefined)
16	i	COc1cccc(N2CCN(c3ccc(S(=O)(=O)N4CCN(C)CC4)cc3[N+](=O)[O-])CC2)c1
17	i	CCOC(=O)c1sc(NC(=O)CCN2C(=O)C3CCCCC3C2=O)cc1C (centres undefined)
18	i	Cc1ccc(C)c(OCCC(=O)Nc2cccc(S(=O)(=O)NC3=NCCCCC3)c2)c1
19	i	CN(Cc1ccccc1)C(=O)c1cccc(NC(=O)Cc2cccc([N+](=O)[O-])c2)c1
20	i	CSc1ncccc1C(=O)OCCCC(=O)c1ccc(F)cc1
21	i	COc1ccc(NC(=O)[C@@H](NS(=O)(=O)c2cccc(Cl)c2)C(C)C)cc1S(=O)(=O)N1CCOCC1
22	i	CCOc1ccc(S(=O)(=O)N2CCCCC2)cc1NC(=O)CCNC(=O)c1ccco1
23	i	Cc1ccc(S(=O)(=O)N2CCC(C(=O)N/N=C/c3cccn3C)CC2)cc1
24	i	O=C(C[C@@H]1C/C=C/CC[C@@H](Cc2ccc(F)cc2)C(=O)OCCNC1=O)N[C@H](CO)Cc1ccccc1
25	i	COc1ccc(-c2sc3ccc(N4CCOCC4)cc3c2C#CCCO)cc1
26	i	CC(C)OC(=O)c1ccc(NCc2cc(O)ccc2O)cc1
27	i	COc1ccc(-c2ccc3c(c2)O/C(=C\c2ccsc2)C3=O)cn1
28	i	C=C[C@H](Cc1ccccc1)N(Cc1ccccc1)S(=O)(=O)N(Cc1ccccc1)[C@H](C=C)Cc1ccccc1
29	i	CN(C)S(=O)(=O)c1ccc(NC(=O)CSc2nnc(-c3ccco3)o2)cc1
30	i	CC(O)(Cc1ccccn1)Cc1ccccn1
31	i	O=c1c(Cl)c(O)ccn1C1OC(CO)C(O)C1O (centres undefined)
32	i	Cn1c(=O)c2c(nc(CN3CCOCC3)n2Cc2ccccc2)n(C)c1=O
33	i	CCN(CC)S(=O)(=O)c1ccc(/C=C/C(=O)OCC(=O)Nc2cccnc2Cl)cc1
34	i	CN1C[C@@H]2[C@@H]3C(=O)N(C)C(=O)[C@@H]3[C@](C)(C1=O)N2C(=O)c1ccc(Cl)cc1
35	i	O=C(NC1c2ccccc2Oc2ccccc21)c1ccc([N+](=O)[O-])cc1
36	i	CC(=O)N/C(=C/c1ccccc1)c1ccccc1
37	i	O=C(CN1C(=O)C2CC=CCC2C1=O)Nc1ccc(F)cc1F (centres undefined)
38	i	Cc1ccc(S(=O)(=O)Nc2ccccc2F)cc1C(=O)NCc1ccco1
39	i	COc1ccc(NC(=O)COC(=O)CCc2ccc(S(=O)(=O)N3CCOCC3)cc2)c(OC)c1
40	i	CC1(c2ccc(OC(F)F)cc2)NC(=O)N(CC(=O)N2c3ccccc3NC(=O)C2(C)C)C1=O (centres undefined)
41	i	CCN(C(=O)COC(=O)CCC(=O)c1ccc(C)cc1)c1c(N)n(Cc2ccccc2)c(=O)[nH]c1=O
42	i	CC1CCC(C#N)(N(C)C(=O)CSc2nnc(C3CC3)n2C2CC2)CC1 (centres undefined)
43	i	N/C(=N\OC(=O)c1ccccc1)C(Cc1ccccc1)C(=O)NOC(=O)c1ccccc1 (centres undefined)
44	i	NC1(C(=O)O)CSSC1
45	i	Nc1cc(S(=O)(=O)N2CCOCC2)ccc1N1CCCCC1
46	i	NNC(=O)Cn1nc(Cc2ccccc2)n(N)c1=O
47	i	COc1ccc(C2=CC(=O)C[C@H](c3ccc(F)cc3)C2)c(F)c1F
48	i	COCCn1c(SCC(=O)c2c(N)n(C3CC3)c(=O)[nH]c2=O)nnc1-c1ccc(Cl)cc1
49	i	O=C(NC(=S)N1CCCC(O)C1)c1ccco1 (centres undefined)
50	i	O=C(NCc1ccco1)Nc1cccc2ccccc12
51	i	C=CCC[C@@H](Cc1ccc(F)cc1)C(=O)OC[C@H](Cc1c[nH]c2ccccc12)NC(=O)[C@H](CC=C)CC(=O)NCCO
52	i	CC1(C)Cc2cccc(OCC(=O)OCc3nnc(-c4ccccc4)o3)c2O1
53	i	CC(O)(CC(=O)CC(=O)c1ccccc1)c1ccccc1 (centres undefined)
54	i	CCSc1nnc(NC(=O)CN2C(=O)N(C)C3(CCCCC3)C2=O)s1
55	i	CCOC(=O)[C@H]1[C@H]2COc3ccc(OC)cc3[C@@H]2N2C(=O)CN(CCc3c[nH]c4ccccc34)C(=O)[C@@]12C
56	i	O=C(COC(=O)c1cccc(OC(F)F)c1)NCC1CCCO1 (centres undefined)
57	i	Nc1cc2c(cc1Br)-c1c(C(=O)O)cccc1C2O (centres undefined)
58	i	O=C1/C(=C\c2ccc([N+](=O)[O-])cc2)CS(=O)(=O)C/C1=C/c1ccc([N+](=O)[O-])cc1
59	i	O=C(NCCN1CCN(c2ccccc2)CC1)C1CCN(S(=O)(=O)N2CCOCC2)CC1
60	i	CCN(Cc1nc2cc(Cl)ccc2c(=O)[nH]1)C(=O)c1ccc(C)c(NC(=O)c2ccco2)c1

(next part)
no.	ANO1 activ	structure
61	i	O=C(Cn1nc(C(=O)O)c2ccccc2c1=O)Nc1cc(S(=O)(=O)N2CCCCC2)ccc1Cl
62	i	CC(C)c1ccc(NC(=O)COC(=O)[C@@H]2CCCN2C(=O)c2cccs2)cc1
63	i	Cc1cc(NC(=O)C(C)SCC(=O)NCc2ccc(F)cc2)no1 (centres undefined)
64	i	CN(C)S(=O)(=O)c1ccc(NC(=O)CN2CCCC2c2ccc3c(c2)OCCCO3)cc1 (centres undefined)
65	i	O=C1NCCNC1c1ccccc1 (centres undefined)
66	i	Cc1nc(SCC(=O)NCC2CCCO2)c2cc(-c3ccccc3)sc2n1 (centres undefined)
67	i	Cc1ccccc1-n1c(C)nnc1SC(C)C(=O)NCC1CCCO1 (centres undefined)
68	i	C[C@H](CO)N1C[C@H](C)[C@@H](CN(C)C(=O)NC2CCCCC2)Oc2ccc(NC(=O)Nc3ccccc3)cc2C1=O
69	i	COc1ccc(CNC(=O)CN2C(=O)NC(Cc3ccccc3)(c3ccccc3)C2=O)cc1OC (centres undefined)
70	i	COc1ccccc1[C@@H]1C(c2cccc(C)c2)=NN(c2ccc(Br)cc2)[C@H]1C(=O)N1CCOC1=O
71	i	CC(=O)Nc1c(Br)cc2c(c1Br)Cc1cc([N+](=O)[O-])ccc1-2
72	i	C[C@H]1CN([C@@H](C)CO)C(=O)c2cc(NC(=O)Cc3ccccc3)ccc2O[C@H]1CN(C)Cc1ccccc1
73	i	CCOC(=O)c1csc(NC(=O)c2cc(-c3ccccn3)nc3ccccc23)n1
74	i	CC(C)C[C@@H](CN1C(=O)C(=O)NC[C@@H]1CC(C)C)NC(=O)Cc1ccccc1
75	i	CSc1ncccc1C(=O)OCC(=O)NC1CCCC1
76	i	O=C(COc1ccccc1Cc1ccccc1)Nc1cccnc1
77	i	CC1(C)N=C(N)NC(Nc2ccc(Cl)cc2)=N1
78	i	COc1ccc(S(=O)(=O)N2CCOCC2)cc1NC(=O)C1CCCN1C(=O)c1cccs1 (centres undefined)
79	i	O=C(COC(=O)C12CC3CC(CC(Br)(C3)C1)C2)Nc1c(F)cccc1F
80	i	O=C(C1CCN(S(=O)(=O)c2ccc(Cl)c(C(F)(F)F)c2)CC1)N1CCC1
81	i	COc1ccc2c(c1)[C@H]1[C@H](CO2)[C@H](c2ccccc2)[C@]2(C)C(=O)Nc3ccc(Cl)cc3C(=O)N12
82	i	CC(C)N(Cc1nc2ccccc2c(=O)[nH]1)C(=O)c1ccc(NC(=O)CSc2nnnn2C)cc1
83	i	CCOC(=O)N1CCN(C(=O)COC(=O)CNC(=O)c2ccc(OCC)c(OCC)c2)CC1
84	i	O=C(Nc1ccc2c(c1)CCC2)c1cc(F)cc(F)c1
85	i	COC(=O)c1ccccc1S(=O)(=O)N1CCC(C(=O)OCC(=O)NC2CCCCC2C)CC1 (centres undefined)
86	i	CC1Sc2ccc(C(=O)NCc3ccccc3Cl)cc2NC1=O (centres undefined)
87	i	COCCN(CC(=O)Nc1ccccc1C(F)(F)F)C(=O)/C=C/c1ccc2ccccc2n1
88	i	N#Cc1ccc(Cl)cc1NC(=O)COC(=O)c1cccc(S(=O)(=O)N2CCOCC2)c1
89	i	Cc1cc(C)nc(SCC(=O)NN=Cc2ccc(C)o2)n1
90	i	COc1ccccc1NS(=O)(=O)c1cccc(C(=O)N/N=C(\C)c2cccnc2)c1

An excerpt of these results, with each value named:
83. CCOC(=O)N1CCN(C(=O)COC(=O)CNC(=O)c2ccc(OCC)c(OCC)c2)CC1
  ANO1 activ: i
64. CN(C)S(=O)(=O)c1ccc(NC(=O)CN2CCCC2c2ccc3c(c2)OCCCO3)cc1 (centres undefined)
  ANO1 activ: i
78. COc1ccc(S(=O)(=O)N2CCOCC2)cc1NC(=O)C1CCCN1C(=O)c1cccs1 (centres undefined)
  ANO1 activ: i
70. COc1ccccc1[C@@H]1C(c2cccc(C)c2)=NN(c2ccc(Br)cc2)[C@H]1C(=O)N1CCOC1=O
  ANO1 activ: i

Filtered by structure: the entries above containing a cyano group
no.	ANO1 activ	structure
5	i	CC(C)(OC(=O)c1ccc(C#N)cc1)c1cc2ccccc2c(=O)o1
8	i	CN1CCN(c2ccc(S(=O)(=O)N3CCOCC3)cc2NC(=O)COc2ccc(C#N)cc2)CC1
42	i	CC1CCC(C#N)(N(C)C(=O)CSc2nnc(C3CC3)n2C2CC2)CC1 (centres undefined)
88	i	N#Cc1ccc(Cl)cc1NC(=O)COC(=O)c1cccc(S(=O)(=O)N2CCOCC2)c1

Next section
no.	ANO1 activ	structure
91	i	CC(=O)N1CCN(C(=S)NC(=O)c2ccc(F)cc2)CC1
92	i	COc1ccc(NC(=O)c2ccc(=O)[nH]c2)cc1S(=O)(=O)N1CCOCC1
93	i	Cc1nnc(SCC(=O)NCC(=O)Nc2ccc(F)c(F)c2F)n1N
94	i	CCOc1cc(N2CCOCC2)c(OCC)cc1NC(=O)c1cc(S(=O)(=O)N2CCOCC2)ccc1F
95	i	Cc1ccccc1Nc1nnc(SCC(=O)NCC2CCCO2)s1 (centres undefined)
96	i	O=S(=O)(CCc1ccccc1)CS(=O)(=O)CCc1ccccc1
97	i	COCCn1c(SCC(=O)c2c(N)n(C3CC3)c(=O)[nH]c2=O)nnc1-c1cccc(C)c1
98	i	Cc1ccc(OCCC(=O)OCC(=O)c2ccc3c(c2)NC(=O)CO3)cc1
99	i	O=C(COC(=O)c1ccccc1OCc1ccc(F)cc1)NCC1CCCO1 (centres undefined)
100	i	O=C(CCC(=O)c1cccs1)OCC(=O)c1ccc(F)cc1
101	i	CCCCn1c(N)c(N(CCOC)C(=O)COC(=O)CCOc2ccc(C)cc2)c(=O)[nH]c1=O
102	i	COc1cccc(NC(=O)CN(C)C(=O)CCN2C(=O)C3CC=CCC3C2=O)c1 (centres undefined)
103	i	COCc1ccc(C(=O)OC(C)C(=O)Nc2c(C)n(C)n(-c3ccccc3)c2=O)cc1 (centres undefined)
104	i	CC(=O)N1CCN(S(=O)(=O)c2cccc(C(=O)NCc3ccc(F)cc3)c2)CC1
105	i	CC(C)c1c(O)ccc2c1CC[C@H]1C(C)(C)CCC[C@]21C
106	i	CC(=O)NCc1ccc(C(=O)COC(=O)COc2ccc(Cl)c(C)c2)s1
107	i	CC1CCCCC1NC(=O)CSc1nnc(-c2ccco2)n1C (centres undefined)
108	i	CCN(CC)CCNC(=O)c1ccc(NC(=O)c2cccc(S(=O)(=O)N(C)C3CCCCC3)c2)cc1
109	i	C=CCC[C@@H](Cc1ccc(F)cc1)C(=O)OCCNC(=O)[C@@H](CC=C)CC(=O)N[C@H](CO)Cc1ccccc1
110	i	C[C@@H]1O[C@@H](O[C@@H]2C(=O)c3c(O)cc(O)cc3O[C@H]2c2ccc(O)c(O)c2)[C@H](O)[C@H](O)[C@H]1O
111	i	COc1cc(CC(=O)Nc2cccc(S(=O)(=O)N(C)c3ccccc3)c2)cc(OC)c1OC
112	i	O=S(=O)(c1ccc(Cl)s1)N1CCNCC1
113	i	Cc1ccc(CCNc2ncnc(Cl)c2N)cc1
114	i	Cc1cccc(-n2c(CCCN3C(=O)c4ccccc4C3=O)nc3ccccc3c2=O)n1
115	i	CC(=O)c1c(C)[nH]c(C(=O)CN2C(=O)NC3(CCCCC3)C2=O)c1C
116	i	O=C(O)CSc1nc2ccc(Br)cc2[nH]1
117	i	CSCc1c(C(=O)Nc2ccccc2N2CCOCC2)oc2ccccc12
118	i	O=C1NC(=O)C2(CCCCC2C2CCCCC2)N1 (centres undefined)
119	i	O=C(CC(O)(c1ccccc1)c1ccccc1)Nc1ccccn1
120	i	CC(=O)Oc1ccc(C#C/C=C2\c3ccccc3C(=O)N2c2ccccc2)cc1
